# Screening results as filed in PubChem.
# Epigenetic derep: epigenetic control regulation, reporter derepression. murine LDR cells, GFP reporter derepression, 30 h. Potency, µM (highest dose often 53.9 µM), for inactives: at the top dose GFP activation, usual class: activators. 280,000 tested, 0.2% active. AID 1865; note: potency is the fitted concentration of half-maximal effect; % of control where 0% means no effect; nearly all actives have a fitted effect of over 60% in size
#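 Murine LDR cells carrying a silenced, genomically integrated CMV-driven GFP reporter were exposed to compound for 30 hours at 37 C. After PBS washes, GFP-positive cells (20–120 um objects) were counted by laser-scanning microplate cytometry.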
# NPSR antag: antagonists of human neuropeptide S receptor cAMP signaling | Q6W5P4 | 220,000 tested, 1% active | CHO-NPSR cells, cAMP TR-FRET, antagonist mode | Potency, µM (series often up to 38.3 µM), for inactives: top-dose activity change, negative = inhibition, actives largely listed as inhibitors | AID 1461; note: potency is the fitted concentration of half-maximal effect; % is set by controls: 0 for no effect and ±100 for the full control effect; nearly all actives have a fitted effect of over 50% in size; many of its hits are not listed in these tables
# CBFb-RUNX1 inh: inhibitors of human CBF-beta and RUNX1 interaction. Q01196+Q13951. AlphaScreen CBFb-His/RUNX1-biotin binding, biochemical. Potency, µM (highest dose often 59.8 µM), without a hit: at the top dose activity, negative = inhibition, most hits filed as inhibitors. 230,000 tested, under 10 active. AID 1477; note: % of control where 0% means no effect
# Target sequence (Q01196 whole entry, looked up): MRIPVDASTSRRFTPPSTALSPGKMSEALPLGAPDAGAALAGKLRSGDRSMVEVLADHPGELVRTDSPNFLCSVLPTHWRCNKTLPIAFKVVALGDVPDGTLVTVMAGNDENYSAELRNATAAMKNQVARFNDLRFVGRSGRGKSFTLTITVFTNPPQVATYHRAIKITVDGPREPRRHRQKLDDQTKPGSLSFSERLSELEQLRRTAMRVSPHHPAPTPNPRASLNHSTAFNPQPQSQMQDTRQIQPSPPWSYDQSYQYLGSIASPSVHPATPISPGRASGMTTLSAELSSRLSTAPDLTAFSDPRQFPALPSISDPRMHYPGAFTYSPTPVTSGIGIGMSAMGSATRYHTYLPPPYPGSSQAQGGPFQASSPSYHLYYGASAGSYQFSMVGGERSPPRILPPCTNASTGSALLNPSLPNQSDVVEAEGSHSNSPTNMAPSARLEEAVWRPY
# Target sequence (Q13951 whole entry, looked up): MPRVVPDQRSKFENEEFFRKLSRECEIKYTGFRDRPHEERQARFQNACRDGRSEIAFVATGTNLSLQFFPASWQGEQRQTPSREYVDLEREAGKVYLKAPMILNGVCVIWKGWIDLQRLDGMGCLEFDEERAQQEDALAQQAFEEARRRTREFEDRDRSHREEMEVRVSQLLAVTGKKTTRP
#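 CBFb-His/RUNX1-biotin, 30 nM each, preincubated 20 min RT; compound 15 min RT; Ni + streptavidin beads 50 ng each, 90 min RT; AlphaScreen read.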
# GLA spleen mod: alpha-galactosidase A (human) modulation; 240,000 tested, 0.008% active; Potency, µM (top dose mostly 80 µM), for the others: top-dose activity change, negative = inhibition, hits mostly inhibitors; human spleen homogenate, 4MU-alpha-Gal fluorescence, 40 min; AID 2107;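 note: potency is the fitted concentration of half-maximal effect; 0% = enzyme with vehicle and -100% = no enzyme basal signal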
#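 Spleen homogenate 1 ug + cpd (titration) + 4-MU-alpha-D-galactopyranoside 1 mM; 37C 40 min; 50 mM citrate/phosphate pH 5.0, 0.01% Tween-20; stop pH 10; fluorescence 365/440; AC50 via Hill.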
# TRb SRC2 PPI: TRbeta-SRC2 interaction inhibition | P10828 | TRbeta-SRC2 peptide binding, fluorescence polarization; receptor liganded with 1 µM T3 | Potency, µM (top dose mostly 106 µM), for the others: at the highest dose activity change, negative = inhibition, most hits filed as inhibitors | 280,000 tested, 0.065% active | AID 1469;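 note: potency is the fitted concentration of half-maximal effect; plate controls were bound peptide for no effect and peptide without receptor for full effect; nearly all actives have a fitted effect of over 50% in size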
#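 Polarization signal, normalized between peptide-alone and full complex controls, measured compound effects on T3-liganded human TRb LBD (0.6 uM) binding 20 nM Texas Red SRC2 peptide after 5 hr.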
# Tau fluor counter: counter-screen for tau fibril formation inhibitors; AID 1463; Potency, µM (top dose mostly 57.7 µM), without a hit: at the highest dose activity change, negative = decrease; tau K18 P301L Alexa594 fluorescence, heparin fibrillization; 280,000 tested, 0.93% active; note: potency is the fitted concentration of half-maximal effect; % is set by controls: 0 for no effect and ±100 for the full control effect; nearly all actives have a fitted effect of over 55% in size
#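 Human tau K18 P301L (15 uM unlabeled, 0.24 uM Alexa 594-labeled) in 100 mM sodium acetate pH 7 with 20 uM heparin, 6 hr at 37 C. ThT 30 uM added, 1 hr ambient; Alexa 594 FP and total fluorescence read at 555/632 nm.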
# Tau fibril FP: blocks human tau fibril formation measured by polarization; AID 1468; 280,000 tested, 0.39% active; K18 P301L tau heparin fibrillization, Alexa594 FP, 6 h; Potency, µM (top dose mostly 57.7 µM), without a hit: top-dose activity, negative = inhibition, hits mostly inhibitors; P10636; note: potency is the fitted concentration of half-maximal effect; % is set by controls: 0 for no effect and ±100 for the full control effect; nearly all actives have a fitted effect of over 55% in size
# Target sequence (P10636 561-689 P618L limits assumed): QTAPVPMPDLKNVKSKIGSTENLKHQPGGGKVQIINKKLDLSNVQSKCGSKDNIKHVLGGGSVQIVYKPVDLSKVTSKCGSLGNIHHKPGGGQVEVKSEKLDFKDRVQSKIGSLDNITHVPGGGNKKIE
#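 Read-out: fluorescence polarization of Alexa 594-labeled tau (0.24 uM), 555 nm excitation, 632 nm emission. Mixtures held 15 uM unlabeled K18 P301L, compound and 20 uM heparin, pH 7 acetate buffer, incubated 6 hr at 37 C.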
# TR SRC2 fluor cs: alters Texas Red total fluorescence, flagging assay interference | 280,000 tested, 0.29% active | Potency, µM (doses to about 106 µM), for the others: top-dose fluorescence change, negative = quenching | TRb/SRC2 Texas Red total fluorescence interference; active = well fitted curve in either direction with a large enough effect; inconclusive = small, poorly fitted or top-dose-only effect; note: potency is the fitted concentration of half-maximal effect; % is set by controls: 0 for no effect and ±100 for the full control effect
#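 Human TRβ ligand-binding domain (0.6 uM) and Texas Red SRC2 peptide (20 nM) in Tris buffer with 1 uM T3 and 5% DMSO were incubated with pinned compound for 5 hr at ambient temperature. Total fluorescence was computed as S + 2P (555/632 nm).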
# * hit, by the source's call; ? = inconclusive; · = not tested or not shown; & = joins results of further samples; [ ] = another dose, or the depositor's remark. Unless noted, calls come from the whole dose curve; as a rule, active = well fitted curve in the direction sought with a large enough effect; inconclusive = small, poorly fitted or top-dose-only effect, or another doubt; inactive = no such curve, though single readings can be large; an effect the other way counts as inactive or inconclusive. Not all compounds are listed; the hit share may differ from the screen's.
# The line under a structure holds: Tau fibril FP	GLA spleen mod	Tau fluor counter	NPSR antag	TRb SRC2 PPI	Epigenetic derep	CBFb-RUNX1 inh	TR SRC2 fluor cs
CN1CCC2(CC1)C1CN(C)CC=C1C(C#N)=C(N)C2(C#N)C#N (stereo unspecified)
 : ?	?	-10%&-18%	-5%[46.1 µM]	-24%&-11%	-0.4%&0.0%	-5%&-3%	10%&-2%
O=C(NCCCN1CCC(Cc2ccccc2)CC1)c1ccc2nc(N3CCOCC3)sc2c1
 : 0%	1%	4%	-4%	8%	-0.2%	6%	-2%
O=C(Nc1cccc(Cl)c1)c1ccc(-n2cncn2)c([N+](=O)[O-])c1
 : -2%	4%	-29%	-12%[46.1 µM]	-11%	-0.9%	10%	-2%
COc1ccc(CNC(=O)CNC(=O)c2c(C)nn(C)c2Cl)cc1
 : 1%	-1%	5%	11%	-1%	0.9%	-2%	-1%
CCCCN(CCCC)c1ncnc2nc[nH]c12
 : -9%	0%	-14%	-26%	-2%	0.0%	-5%	0%
Cc1cccc(C(=O)NCC(=O)OCC(=O)c2cc(C)n(CC3CCCO3)c2C)c1 (stereo unspecified)
 : -3%	2%	-2%	5%	0%	-0.4%	-4%	1%
CCc1ccc(C(=O)CN2C(=O)NC(C)(c3ccc(C)cc3)C2=O)cc1 (stereo unspecified)
 : -11%	2%	-19%	6%	2%	-0.9%	-6%	0%
COc1cccc(C(C)NC(=O)Nc2cc(Cl)ccc2OC)c1 (stereo unspecified)
 : -4%	4%	-2%	-9%	3%	2.3%	8%	0%
O=C(c1cccs1)c1cn(CCOc2ccc(Cl)cc2)c2ccccc12
 : -29%	·	-23%	·	-15%	-1.3%	·	?
Cc1ccc(CNC(=O)CCNC(=O)c2ccc(Br)o2)cc1
 : 4%	20%	-5%	-8%[46.1 µM]	1%	3.8%	-1%	-5%
Cc1ccc(NC(=O)CC2Oc3ccccc3NC2=O)c(C)c1 (stereo unspecified)
 : -1%	-5%	-9%	3%[46.1 µM]	-7%	-0.4%	1%	-3%
CCOC(=O)C1(CC2CCCCO2)CCN(C(=O)Nc2ccccc2CC)CC1 (stereo unspecified)
 : -5%	2%	-6%	6%	-2%	-1.4%	7%	2%
Cc1cc(C)c(S(=O)(=O)Nc2ccc3c(c2)CCC3)c(C)c1
 : 2%	7%	5%	?	-7%[53 µM]	-1.3%	0%	1%[53 µM]
O=C(CSCc1cccc(Br)c1)N=Nc1c(O)[nH]c2ccccc12
 : ?	-1%	?	-15%[46.1 µM]	2%	0.0%	-21%	-8%
COc1ccc(N2CCN(CCCNC(=O)c3cnn(-c4ccc(F)cc4)c3-n3cccc3)CC2)cc1
 : 13%	·	-10%	·	-1%	0.0%	·	0%
COc1ccc(Nc2nc3ccccc3c(=O)[nH]2)cc1
 : 6%	16%	-17%	4%	-15%	1.7%	11%	-1%
COc1ccc(CCC(=O)NCCc2csc(-c3cccc(F)c3)n2)cc1
 : -1%	·	-4%	·	9%	-1.7%	·	-3%
COc1ccc(CCNC(=O)c2cc3ccccn3n2)c(OC)c1OC
 : 4%	-1%	-3%	5%[46.1 µM]	-3%	-0.8%	5%	-3%
O=C(Oc1csc(=S)n1C(=O)c1ccccc1)c1ccccc1
 : -16%	-2%	-25%	-14%[46.1 µM]	-4%	-0.8%	-10%	-5%
CC(C)CC1c2[nH]c3ccccc3c2CCN1C(=O)CCC(=O)N(C)C (stereo unspecified)
 : -13%	4%	-17%	-6%	-4%[53 µM]	-1.4%	-6%	0%[53 µM]
CC1(C(=O)N/N=C/c2ccc([N+](=O)[O-])o2)CC1(Br)Br (stereo unspecified)
 : -7%	0%	-1%	11%	-3%	0.0%	-1%	5%
Cc1ccc(OCCCC(=O)NC(C)c2ccccc2)cc1 (stereo unspecified)
 : -7%	1%	-10%	-20%[46.1 µM]	2%	0.8%	-4%	0%
Cc1cc(C)c2nc3nc(C)cc(C)c3c(N)c2c1
 : -5%	1%	-14%	-20%	-16%	?	-8%	-1%
O=C1CCCC/C1=C\Nc1ccc(Cl)cn1
 : -3%	-6%	-9%	-9%[46.1 µM]	15%	0.0%	4%	1%
Cc1cc(C)cc(NC(=O)CSc2oc(-c3ccccc3)nc2S(=O)(=O)c2ccccc2)c1
 : ?	·	?	·	2%	?	·	0%
Cc1cc(SCC(=O)c2cccs2)nc2c(C)cccc12
 : -7%	2%	?	-15%[46.1 µM]	-7%	-1.2%	26%	-2%
CC1CCCCC12NC(=O)N(CC(=O)Nc1ccccc1-c1ccccc1)C2=O (stereo unspecified)
 : -7%	-3%	1%	-9%	2%	-0.1%	-2%	-6%
COc1ccccc1NC(=O)COC(=O)c1ccc2c(c1)nc(C)n2-c1ccccc1
 : -1%	16%	6%	-10%	4%[53 µM]	-1.3%	8%	-2%[53 µM]
COc1cc(/C=C(\C#N)C(=O)Nc2ccccc2C(=O)O)cc(Cl)c1OC
 : 9%	3%	0%	-22%	-6%	-2.6%	-27%	-9%
CCC1C(=O)n2nc(-c3ccccc3)cc2N=C1C (stereo unspecified)
 : -3%	?	-4%	4%	3%	0.0%	2%	1%

# More records
# The line under a structure holds: Tau fibril FP	GLA spleen mod	Tau fluor counter	NPSR antag	TRb SRC2 PPI	Epigenetic derep	CBFb-RUNX1 inh	TR SRC2 fluor cs
CCSC1=C(C#N)C(c2ccc(F)cc2)CC(=O)N1 (stereo unspecified)
 : 1%	2%	-1%	-3%[46.1 µM]	0%	0.0%	1%	5%
C=CCn1c(CCC(O)COCCC)n[nH]c1=S (stereo unspecified)
 : 13%	-4%	-5%	-8%	-10%	1.1%	11%	-3%
CCC(C)(C(=O)Nc1c(C)cccc1C)N(C)C(=O)c1ccc2ccccc2n1 (stereo unspecified)
 : 4%	-1%	4%	13%	3%	2.0%	0%	0%
c1ccc2c(c1)oc1c(NCc3ccc4c(c3)OCO4)ncnc12
 : 1%	7%	-14%	-20%[46.1 µM]	-6%	0.0%	8%	1%
CSCc1nnc(NC(=O)c2ccc(S(=O)(=O)N(C)C)cc2)o1
 : -6%	-2%	-1%	11%	-2%	-2.6%	?	1%
O=C(O)c1cc2c(cc1Br)OCCCO2
 : 8%	-5%	12%	-2%	6%	9.5%	-6%	-1%
O=C1C=C(OCc2ccccc2)CN1
 : 4%	5%	2%	3%[46.1 µM]	3%	0.0%	5%	-5%
Cc1cc(C)cc(NC(=O)N2CCN(C/C=C/c3ccccc3)CC2)c1
 : -7%	-3%	-8%	-3%	-3%	2.5%	5%	-3%
S=C(N/N=C/c1cccc2ccccc12)Nc1cccc(Cl)c1
 : -5%	-5%	?	-9%	-1%	4.0%	-12%	-2%
O=C(Cc1ccccc1)N1CCC(C(=O)N2CCN(c3ccc(F)cc3)CC2)CC1
 : -9%	7%	-11%	-3%[46.1 µM]	2%	0.7%	1%	-6%
CCOC(=O)N1CCC(=NNC(=O)NC2CCCCC2)CC1
 : 0%	4%	-5%	19%	-5%	0.0%	1%	-1%
Cc1cc(CNC(=O)COc2ccc([N+](=O)[O-])cc2)c2ccccc2n1
 : -5%	-4%	-10%	4%	0%	-2.3%	-7%	-2%
CCNc1nc(Cl)nc(NCc2ccccc2)n1
 : 2%	10%	10%	-7%[46.1 µM]	2%	0.0%	0%	-6%
Cc1ccc(NC(=S)N=Nc2c(O)n(C)c3ccc(S(=O)(=O)N4CCOCC4)cc23)cc1C
 : 3%	1%	?	-8%	-3%	-1.0%	-4%	2%
Cc1cccc(OCC(=O)N/N=C\c2cccn2C)c1C
 : 5%	-8%	-11%	-2%	6%	-2.2%	-26%	0%
c1ccc(CSc2nnc(-c3ccccn3)n2-c2ccccc2)cc1
 : 6%	-3%	-9%	-10%[46.1 µM]	3%	-1.0%	-8%	1%
COc1ccc(CCNC(=O)CN(C2CCCCC2)S(C)(=O)=O)cc1OC
 : -2%	4%	16%	-8%[46.1 µM]	-12%	1.6%	9%	-5%
CCOc1cc(NC(=O)c2ccco2)c(OCC)cc1NC(=O)CCc1ccccc1OC
 : 12%	-1%	-19%	-9%[46.1 µM]	-21%	-13%	-8%	1%
Nc1cccnc1Sc1cc(Cl)cc(Cl)c1
 : 9%	18%	-5%	-8%[46.1 µM]	-8%	-0.2%	0%	0%
CCCC(=O)NC(=S)Nc1ccccc1C(=O)OC
 : -1%	-6%	-5%	-11%[46.1 µM]	-3%	-3.9%	-1%	3%
COC(=O)CSc1nnc(-c2cccc(O)c2)o1
 : -1%	·	-6%	·	-7%	15%	·	-7%
CN(C)c1nccc(N(Cc2ccccc2)Cc2ccccc2)c1C#N
 : 7%	1%	-5%	?	-2%	-3.5%	29%	-1%
COc1cc(NC(=O)CN2CCN(S(=O)(=O)c3ccc(Br)cc3)CC2)cc(OC)c1
 : -6%	·	-14%	·	9%	0.0%	·	3%
Cc1cc(C)cc(C(=O)NCC(=O)OCC(=O)NCC(F)(F)F)c1
 : -2%	-3%	0%	8%	-4%	-0.2%	3%	-1%
Cc1c(/C=N/NC(=O)COc2ccccc2[N+](=O)[O-])c2ccccc2n1C
 : 7%	-6%	-20%	-4%	1%[53 µM]	0.0%	7%	1%[53 µM]
COc1ccccc1CCNC(=O)C1CCCO1 (stereo unspecified)
 : 3%	-10%	8%	-8%[46.1 µM]	0%	-1.1%	11%	4%

# Three successive records out of the list so far:
# The line under a structure holds: Tau fibril FP	GLA spleen mod	Tau fluor counter	NPSR antag	TRb SRC2 PPI	Epigenetic derep	CBFb-RUNX1 inh	TR SRC2 fluor cs
CCSC1=C(C#N)C(c2ccc(F)cc2)CC(=O)N1 (stereo unspecified)
 : 1%	2%	-1%	-3%[46.1 µM]	0%	0.0%	1%	5%
C=CCn1c(CCC(O)COCCC)n[nH]c1=S (stereo unspecified)
 : 13%	-4%	-5%	-8%	-10%	1.1%	11%	-3%
CCC(C)(C(=O)Nc1c(C)cccc1C)N(C)C(=O)c1ccc2ccccc2n1 (stereo unspecified)
 : 4%	-1%	4%	13%	3%	2.0%	0%	0%
